OXTR potentiator: human OXTR potentiation; CHO-OTR cells, Fluo-8 calcium fluorescence, potentiator mode; 0% = oxytocin EC15, 100% = EC100; 320,000 compounds, 0.061% hits; activation, % at 3 µM;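 active = activation above that plate's cutoff, the mean activation of tested compounds plus 3 SD, cut at about 6.6% in these data, passing the limit was not always enough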;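 note: 100% uses oxytocin at 75 nM as the full agonist control; some results filed as inactive read as strong as hits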
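assay system = CHO-OTR cells, human receptor | schedule = compound 6 min at room temperature before oxytocin, 100 s read | detection = Fluo-8 intracellular calcium fluorescence, ex 470-495, em 515-575 nm | evaluation = normalized max/min fluorescence ratio, % activation | control set = EC15 oxytocin alone as 0%, 75 nM oxytocin (EC100) as 100%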
M1 ag: agonists of human M1 muscarinic receptor; P11229; CHO-K1 hM1, Fluo-8 calcium fluorescence, agonist mode; 0% DMSO, 100% acetylcholine EC100; activation, % at 3 µM; 360,000 compounds, 0.33% hits; AID 588814;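 active = activation above the run's mean compound activation plus 3 SD, cut at about 16% in these data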;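 note: peak over basal fluorescence ratio within a 140 s kinetic read after compound addition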
CHO parental Ca: counter-screen: ATP calcium response change in parental CHO cells; parental CHO-K1, ATP-induced calcium, Fluo-8 fluorescence; 330,000 compounds, 0.63% hits; inhibition, % at 5.6 µM;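 active = inhibition above that plate's mean sample inhibition plus 3 SD, cut at about 26% in these data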;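 note: 0% = ATP-challenged DMSO wells and 100% = DMSO wells without ATP; some compounds past the cut are filed as inactive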
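Assay system – parental CHO cells · Reagent – ATP stimulus · Detection – intracellular calcium via Fluo-8 no-wash fluorescent dye · Evaluation – percent inhibition of ATP-evoked calcium rise, normalized to controls · Controls – ATP wells versus no-ATP DMSO wells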
CHRM1 antagonist: blocks human M1 muscarinic receptor. inhibition, % at 3 µM. P11229. 360,000 compounds, 1.3% hits. CHO-K1 hM1, Fluo-8 calcium fluorescence, ACh EC80 antagonist. AID 588852;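 active = percent inhibition above its own plate's cutoff, namely the mean of that plate's compound wells plus 3 SD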;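 note: peak over basal fluorescence ratio during 140 s after agonist addition; 0% = ACh EC80 plus DMSO and 100% = DMSO alone without agonist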
OXTR agonist: agonists of human oxytocin receptor; P30559; CHO-OTR cells, Fluo-8 calcium fluorescence; normalized: DMSO 0%, oxytocin 100%; activation, % at 3 µM; 320,000 compounds, 0.32% hits;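 active = activation above the mean of all tested compounds plus 3 SD, cutoff set per screening run, cut at about 20% in these data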;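 note: peak over basal fluorescence ratio from a 100 s FLIPR kinetic read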
TAAR1 agonist: human TAAR1 agonism. activation, % at 3 µM. CHO RD-HGA16 TAAR1, Fluo-8 calcium fluorescence; vehicle wells 0%, saturating PEA agonist 100%. 360,000 compounds, 0.99% hits;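 active = activation above the mean activation of all test compounds in the run plus 3 SD, cut at about 38% in these data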
Target sequence (Q96RJ0 whole entry, looked up): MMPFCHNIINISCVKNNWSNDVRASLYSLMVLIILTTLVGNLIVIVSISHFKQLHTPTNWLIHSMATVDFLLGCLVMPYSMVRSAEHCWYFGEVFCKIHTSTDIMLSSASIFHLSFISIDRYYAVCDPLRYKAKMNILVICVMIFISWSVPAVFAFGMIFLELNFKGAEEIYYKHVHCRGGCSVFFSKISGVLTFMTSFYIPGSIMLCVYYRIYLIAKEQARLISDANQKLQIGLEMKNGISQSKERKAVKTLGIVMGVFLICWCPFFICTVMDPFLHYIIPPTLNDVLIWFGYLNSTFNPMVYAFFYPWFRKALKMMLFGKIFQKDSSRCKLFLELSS
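Assay system: CHO-derived RD-HGA16 cells with stable Gα16 and human TAAR1; timing: 17-24 h seeding, 75 min 37 °C dye, 30 min RT; read-out: % activation from peak over basal fluorescence ratio, DMSO-to-PEA scaled; measured by: kinetic Fluo-8 calcium fluorescence; benchmarks: low control DMSO, high control PEA (EC100); doses: 3 µM single concentration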
V1R ag counter: V1a receptor agonism, counter-screen for OXTR agonists | P37288 | CHO-V1R cells, Fluo-8 calcium fluorescence, agonist mode; 0% DMSO, 100% 3 nM vasopressin | activation, % at 3 µM | 320,000 compounds, 0.25% hits | AID 2797;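 active = activation above the mean activation of all tested compounds plus 3 SD, per screening run, cut at about 20% in these data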;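 note: signal is peak over basal fluorescence ratio across a 100 second FLIPR read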
Target sequence (P37288 whole entry, looked up): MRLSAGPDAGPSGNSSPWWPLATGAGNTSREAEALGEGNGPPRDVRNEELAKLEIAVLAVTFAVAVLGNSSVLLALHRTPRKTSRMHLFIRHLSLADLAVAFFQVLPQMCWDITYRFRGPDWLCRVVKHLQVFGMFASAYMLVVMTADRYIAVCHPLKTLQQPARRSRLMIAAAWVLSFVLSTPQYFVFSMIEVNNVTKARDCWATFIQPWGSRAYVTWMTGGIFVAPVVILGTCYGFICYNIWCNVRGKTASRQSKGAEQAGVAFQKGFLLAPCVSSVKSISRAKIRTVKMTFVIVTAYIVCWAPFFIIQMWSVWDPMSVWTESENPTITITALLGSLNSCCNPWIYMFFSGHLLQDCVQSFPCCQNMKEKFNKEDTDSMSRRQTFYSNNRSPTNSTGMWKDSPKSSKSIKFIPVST
TAAR1 antagonist: antagonists of human TAAR1 | inhibition, % at 3 µM | Q96RJ0 | CHO RD-HGA16 TAAR1, Fluo-8 calcium fluorescence, antagonist | AID 624466 | 360,000 compounds, 1.5% hits;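 active = inhibition above a per-plate cutoff, the mean inhibition of test compounds on that plate plus 3 SD, cut at about 49% in these data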;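 note: 0% = DMSO plus EC80 beta-PEA response and 100% = DMSO alone without agonist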
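System: CHO RD-HGA16 cells bearing hTAAR1. Reagent: EC80 β-phenethylamine stimulus. Schedule: seeding 17-24 h prior, 75-min 37 °C, 30-min RT dye loading. Signal: Fluo-8 intracellular calcium dye fluorescence, real-time kinetic reads. Read-out: % inhibition from peak post-agonist over basal fluorescence ratio. Benchmarks: vehicle wells and EC80 agonist wells. Replicates: n of 1.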
M1 PAM: positive allosteric modulators of human M1 muscarinic receptor; 360,000 compounds, 0.088% hits; P11229; CHO-K1 hM1, Fluo-8 calcium fluorescence, ACh EC20; 0% = ACh EC20, 100% = maximal ACh; activation, % at 3 µM; in the data active = activation above about 19%, passing the limit was not always enough
* = called active by the depositor; / = not tested or not shown.

SMILES	OXTR potentiator	M1 ag	CHO parental Ca	CHRM1 antagonist	OXTR agonist	TAAR1 agonist	V1R ag counter	TAAR1 antagonist	M1 PAM
O=C(Nc1ccc(S(=O)(=O)Nc2cnc3ccccc3n2)cc1)c1ccc(Cl)c([N+](=O)[O-])c1	-2	-5	-4	-3	-0.6	8	1.9	-12	4
Cc1ccc2cccc(OCc3ccccc3)c2n1	7	-5	-35	-17	-2.1	5	-0.4	-15	15
O=C(NC(c1ccc2c(c1)OCO2)c1ccccn1)C1CCN(CCOc2ccc(Cl)cc2Cl)CC1 (configuration not stated)	/	-3	/	-19	/	3	/	-11	10
Cc1ccnc(NC(=O)CCCc2ccccc2)c1	-4	-7	-15	-10	-1.3	1	-0.6	-10	8
COc1cc(C)c(N(C(C)=O)c2ccccc2)c(C)c1	-13	-5	-15	-7	-0.8	14	-0.1	-5	6
O=C(CSc1nnc(C2CC2)n1C1CC1)c1ccc(F)c(F)c1	-4	-6	-15	1	-1.4	3	0.7	0	-1
CCc1ccc(Nc2ncccc2C#N)cc1	-1	-4	-11	-9	-2.1	1	-1.0	6	8
COc1ccccc1C(=O)Nc1sc2c(c1C(N)=O)CCCC2	-2	-5	-4	-6	-1.2	2	-0.3	1	8
COC(=O)C(C)SC1=N/C(=C/c2ccc(-n3cncn3)cc2)C(=O)N1 (configuration not stated)	-5	-3	12	-3	-0.7	2	0.4	-2	8
O=C(CN(C(=O)c1csnn1)c1ccccc1F)NC1CCCCC1	-3	-5	-11	-12	-0.2	1	-0.2	-17	10
CC(C)CCn1c(SCCN2CCOCC2)nc2c1c(=O)[nH]c(=O)n2C	0	0	-16	5	0.3	3	0.3	4	1
N#C/C(=C/C1=C(N2CCOCC2)C(=C/c2ccccc2)/CC1)C(=O)Nc1ccccc1F	/	4	/	-15	/	8	/	-12	15
COc1ccc(C(=O)NC2CC2)cc1OC1CCN(Cc2ccc(F)cc2)CC1	/	-5	/	30	/	-1	/	-30	-12
CCNC(=O)NCc1c(C)c(C)n(Cc2ccccc2)c1-n1cccc1	-4	-3	-7	0	-0.7	16	-0.3	-3	9
O=C(Nn1cnnc1)c1ccc(F)cc1	-8	0	-4	-19	1.2	3	0.0	-14	17
COc1ccc2c(C)cc(SCC(=O)c3ccc4c(c3)OCO4)nc2c1	-9	0	-22	-4	-0.2	2	-0.8	3	-1
CC(C)C(=O)Nc1c2c(nn1-c1ccc(F)cc1)CS(=O)(=O)C2	-2	-2	-5	-12	-0.3	1	0.5	-7	12
CCN=C1S/C(=C\c2cc(Cl)c(OC)c(OC)c2)C(=O)N1CC	-11	-2	6	-18	2.6	6	0.5	-23	9
CN(C)S(=O)(=O)c1cccc(NC(=O)Cn2cnc3ccccc3c2=O)c1	-10	-5	-4	4	-0.1	2	0.6	6	3
O=[N+]([O-])c1ccc(N/N=C2\CC3CC=CC23)cc1 (configuration not stated)	-7	-1	29	3	2.1	15	0.0	5	5
Cc1ccc(C(OCC(O)CNC(C)c2ccccc2)c2ccccc2)cc1 (configuration not stated)	-29	-3	-14	-5	3.4	17	2.4	5	8
COc1cccc(C2/C(=C(/O)c3cnn(-c4ccccc4)c3C)C(=O)C(=O)N2CCN(C)C)c1 (configuration not stated)	-16	-2	-16	1	-0.3	-1	0.2	12	0
COc1ccc(CN(C(=O)CSc2nnc(-c3ccccc3F)o2)c2ccc(F)cc2)cc1	-14	2	26*	-8	2.7	/	3.1	/	-9
Cc1ccc(NC(=O)c2ccc(NC(=O)c3ccccc3)cc2)cc1C	-6	2	-8	-3	0.9	3	1.7	18	0
Oc1ccc(-c2csc(Nc3cccnc3)n2)cc1	-3	-4	-2	11	3.8	4	2.0	24	-1

Next entries follow:
SMILES	OXTR potentiator	M1 ag	CHO parental Ca	CHRM1 antagonist	OXTR agonist	TAAR1 agonist	V1R ag counter	TAAR1 antagonist	M1 PAM
N#Cc1c(C(F)(F)F)cc(C2CC2)nc1N1CCCC1	-7	-4	17	-8	0.1	9	1.5	-2	0
Cc1cc(C)cc(CC2CC(=O)N(c3cc(C)ccc3C)C2=O)c1 (configuration not stated)	/	-4	/	-17	/	1	/	-14	7
COc1ccc2[nH]cc(CCNC(=S)NC3CCCC3)c2c1	-15	-4	-6	2	2.6	1	1.9	9	3
Cc1cc(C)n(C(=O)CN2C(=O)COc3ccccc32)n1	-3	-6	-11	4	-1.3	9	-1.6	8	1
CC(=O)Nc1cc(-c2ccccc2)ccc1O	-3	-4	-9	-6	0.6	2	-0.1	16	4
COC(=O)C(CSCc1ccccc1)NC(=O)CCNC(=O)OCc1ccccc1 (configuration not stated)	/	-2	/	-4	/	0	/	5	-4
COc1ccc(C(=O)NC(=S)N2CCNC(=O)C2)cc1Br	-4	-2	-5	-8	1.0	-2	0.5	-7	8
COc1ccc(N2C(=O)C(CN3CCN(C)CC3)C2c2ccccc2)cc1 (configuration not stated)	-8	-6	-11	-1	2.8	3	1.2	2	1
CCOc1ccc(N2CC(C(=O)Nc3ccccc3F)CC2=O)cc1 (configuration not stated)	0	-4	3	-2	-0.7	12	0.7	-19	5
Cc1ccc(C)c(NC2=NCC(=O)N2C2CCCCC2)c1	-3	-4	3	-7	-1.1	0	1.1	-7	9
CC(=O)c1ccc(N2CCN(C(=O)c3ccc(-c4ccccc4)cc3)CC2)cc1	-8	-4	12	0	0.7	0	1.9	10	-1
COc1ccc(Nc2nc(N)c3ccccc3n2)c(OC)c1	/	-6	/	-2	/	1	/	5	2
NS(=O)(=O)c1ccc(CCNC(=O)CSc2cccs2)cc1	-3	-2	0	-4	0.8	3	-0.1	4	5
Cc1nnc(SC(C)C(=O)c2c[nH]c3ccccc23)n1C1CC1 (configuration not stated)	/	-4	/	2	/	1	/	-2	-4
CC1Cc2ccccc2N1C(=S)NC(=O)c1ccco1 (configuration not stated)	6	-5	-7	-5	0.8	-1	0.5	-10	8
Fc1ccc2cc(CCO[C@H]3CCCCO3)ncc2c1	-3	-1	6	11	-0.3	6	0.8	6	2
O=C(COc1cccc2ccccc12)NCc1cccnc1	-14	-4	-4	-2	0.3	5	0.6	1	2
COc1cc2sc3ccc(C#CC4(O)CCCCC4)cc3c(=O)c2cc1OC	-12	-10	-32	8	-1.9	10	-0.4	40	-9
CC1(C(=O)NS(=O)(=O)c2ccc(Cl)cc2)CCN1C(=O)c1ccccc1 (configuration not stated)	/	-2	/	-6	/	0	/	-6	11
CC[C@]12c3[nH]c4ccc(OC)cc4c3CCN1C(=O)C(CC(=O)NCC13CC4CC(CC(C4)C1)C3)C[C@@H]2C(=O)N1CCN(C(=O)C2CC2)CC1 (some centres not stated)	/	-11	-37	-14	/	0	/	-24	8
N/C(=N\OC(=O)CCc1ccccc1)c1cccc(Br)c1	-1	-5	-1	9	-0.8	8	0.5	-27	1
Cc1nn(-c2ccccc2)c(Cl)c1/C=N/N1CCN(c2ccccn2)CC1	1	-9	-2	-8	-1.8	5	0.1	-12	9
N#CC1=C(N)N(c2ccccc2)C(c2ccco2)C1(C#N)C#N (configuration not stated)	-1	-5	-13	-11	0.1	-1	-0.5	13	6
CC1CCc2c(sc(NC(=O)C3CCCO3)c2C#N)C1 (configuration not stated)	-5	-3	5	-7	-1.1	9	-0.2	-3	14
COc1ccccc1NC(=O)c1ccc2c(c1)N(CC#N)C(=O)C(C)(C)O2	-8	-5	-6	-15	2.2	4	3.3	14	4

4 entries from above in another layout:
Structure | OXTR potentiator | M1 ag | CHO parental Ca | CHRM1 antagonist | OXTR agonist | TAAR1 agonist | V1R ag counter | TAAR1 antagonist | M1 PAM
COc1cc2sc3ccc(C#CC4(O)CCCCC4)cc3c(=O)c2cc1OC | -12 | -10 | -32 | 8 | -1.9 | 10 | -0.4 | 40 | -9
COc1ccccc1NC(=O)c1ccc2c(c1)N(CC#N)C(=O)C(C)(C)O2 | -8 | -5 | -6 | -15 | 2.2 | 4 | 3.3 | 14 | 4
CCOc1ccc(N2CC(C(=O)Nc3ccccc3F)CC2=O)cc1 (configuration not stated) | 0 | -4 | 3 | -2 | -0.7 | 12 | 0.7 | -19 | 5
CC1(C(=O)NS(=O)(=O)c2ccc(Cl)cc2)CCN1C(=O)c1ccccc1 (configuration not stated) | / | -2 | / | -6 | / | 0 | / | -6 | 11

The listing continues:
SMILES	OXTR potentiator	M1 ag	CHO parental Ca	CHRM1 antagonist	OXTR agonist	TAAR1 agonist	V1R ag counter	TAAR1 antagonist	M1 PAM
O=C1CC(c2ccccc2)=NN1c1ccccc1	/	9	/	-11	/	6	/	2	8
Cc1c2cnn(CC(=O)Nc3c(F)c(F)cc(F)c3F)c(=O)c2c(C)n1Cc1ccc(F)cc1	-7	/	-6	/	2.0	1	2.5	10	/
OCCN1CCN(c2cc(-c3ccccc3)c3ccccc3n2)CC1	-6	-12	1	-7	5.3	17	6.6	7	4
COc1cc2ccnc(Cc3cccc(OC)c3OC)c2cc1OC	-12	-3	0	-1	11	13	8.7	-1	2
O=C(CN1CCCCC1)NC1CCc2cc3c(cc21)CCC3 (configuration not stated)	5	-8	-15	1	-1.2	1	0.6	-7	-1
CN(Cc1ccco1)C(=O)Cn1cc(S(=O)(=O)N2CCCC2)c(S(=O)(=O)N2CCCC2)c1	0	-3	-12	-14	0.1	0	0.4	7	11
COc1ccc2c(c1)CC/C(=C/c1ccccn1)C2=O	-13	-4	-15	-6	0.2	-1	0.0	6	-5
Cc1ccc2c(=O)[nH]c(Nc3nc(C)cc(-c4ccccc4)n3)nc2c1	-6	-3	-12	-11	-0.8	0	0.0	6	5
Cc1ccc(S(=O)(=O)NC(c2ccccc2)C(C)C(=O)n2nc(C)cc2C)cc1 (configuration not stated)	-14	-7	-21	-25	-2.1	3	-1.8	12	1
O=C(Nc1ccccc1-c1nnc(SCc2ccc(Cl)cc2Cl)o1)c1ccccc1	0	-5	-14	-3	0.9	2	0.1	-12	7
CCOc1ccccc1NC(=O)COC(=O)C12CC3CC(CC(O)(C3)C1)C2	/	-1	/	0	/	7	/	0	-1
O=C(NC1CCC(Oc2ccc(C(=O)O)cc2)CC1)NC12CC3CC(CC(C3)C1)C2 (configuration not stated)	-6	-4	-6	13	0.9	0	0.3	6	-4

Two consecutive records out of the list so far, for reference:
SMILES	OXTR potentiator	M1 ag	CHO parental Ca	CHRM1 antagonist	OXTR agonist	TAAR1 agonist	V1R ag counter	TAAR1 antagonist	M1 PAM
O=C1CC(c2ccccc2)=NN1c1ccccc1	/	9	/	-11	/	6	/	2	8
Cc1c2cnn(CC(=O)Nc3c(F)c(F)cc(F)c3F)c(=O)c2c(C)n1Cc1ccc(F)cc1	-7	/	-6	/	2.0	1	2.5	10	/

Assay outcomes from PubChem.
